# Source: PubChem BioAssay
# Rin1 Abl inh = inhibitors of Rin1-Abl protein binding, primary screen, biochemical, TR-FRET; Tyrosine-protein kinase ABL1 (Homo sapiens) + Ras and Rab interactor 1 (Homo sapiens), …; inhibition, % at 7.35 µM; actives 0.4% (n = 360,000); AID 588664, 2011; in the data active = inhibition above about 5%, passing the limit was not always enough
# Target sequence (P00519 whole entry, looked up): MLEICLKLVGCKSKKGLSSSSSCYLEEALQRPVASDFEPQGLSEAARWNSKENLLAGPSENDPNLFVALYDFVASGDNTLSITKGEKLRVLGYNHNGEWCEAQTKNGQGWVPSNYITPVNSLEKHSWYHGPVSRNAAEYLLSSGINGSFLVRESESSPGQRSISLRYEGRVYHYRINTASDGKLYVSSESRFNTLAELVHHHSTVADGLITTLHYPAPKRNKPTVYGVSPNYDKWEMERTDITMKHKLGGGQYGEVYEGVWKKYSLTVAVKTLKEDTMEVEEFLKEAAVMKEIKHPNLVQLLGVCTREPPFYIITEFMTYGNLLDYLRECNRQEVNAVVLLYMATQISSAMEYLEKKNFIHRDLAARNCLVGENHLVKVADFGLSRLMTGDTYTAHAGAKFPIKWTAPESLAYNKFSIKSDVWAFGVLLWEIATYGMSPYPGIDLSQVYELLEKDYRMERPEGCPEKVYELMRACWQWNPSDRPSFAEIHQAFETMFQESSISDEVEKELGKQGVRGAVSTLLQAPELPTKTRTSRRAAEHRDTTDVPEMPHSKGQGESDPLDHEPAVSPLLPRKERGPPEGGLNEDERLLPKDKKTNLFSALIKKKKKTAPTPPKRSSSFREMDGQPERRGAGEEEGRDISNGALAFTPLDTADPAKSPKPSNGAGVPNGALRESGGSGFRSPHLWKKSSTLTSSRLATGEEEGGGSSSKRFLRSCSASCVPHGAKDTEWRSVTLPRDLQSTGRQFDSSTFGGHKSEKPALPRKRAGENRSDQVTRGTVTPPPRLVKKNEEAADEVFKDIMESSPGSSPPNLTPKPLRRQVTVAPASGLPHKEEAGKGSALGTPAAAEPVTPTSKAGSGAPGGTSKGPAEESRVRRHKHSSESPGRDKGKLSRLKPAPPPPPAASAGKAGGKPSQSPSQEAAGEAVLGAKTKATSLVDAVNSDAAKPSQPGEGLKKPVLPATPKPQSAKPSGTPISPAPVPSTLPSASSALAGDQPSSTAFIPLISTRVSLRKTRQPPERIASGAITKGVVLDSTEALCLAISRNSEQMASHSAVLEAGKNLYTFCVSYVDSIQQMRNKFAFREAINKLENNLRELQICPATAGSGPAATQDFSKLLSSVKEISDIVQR
# Target sequence (Q13671 whole entry, looked up): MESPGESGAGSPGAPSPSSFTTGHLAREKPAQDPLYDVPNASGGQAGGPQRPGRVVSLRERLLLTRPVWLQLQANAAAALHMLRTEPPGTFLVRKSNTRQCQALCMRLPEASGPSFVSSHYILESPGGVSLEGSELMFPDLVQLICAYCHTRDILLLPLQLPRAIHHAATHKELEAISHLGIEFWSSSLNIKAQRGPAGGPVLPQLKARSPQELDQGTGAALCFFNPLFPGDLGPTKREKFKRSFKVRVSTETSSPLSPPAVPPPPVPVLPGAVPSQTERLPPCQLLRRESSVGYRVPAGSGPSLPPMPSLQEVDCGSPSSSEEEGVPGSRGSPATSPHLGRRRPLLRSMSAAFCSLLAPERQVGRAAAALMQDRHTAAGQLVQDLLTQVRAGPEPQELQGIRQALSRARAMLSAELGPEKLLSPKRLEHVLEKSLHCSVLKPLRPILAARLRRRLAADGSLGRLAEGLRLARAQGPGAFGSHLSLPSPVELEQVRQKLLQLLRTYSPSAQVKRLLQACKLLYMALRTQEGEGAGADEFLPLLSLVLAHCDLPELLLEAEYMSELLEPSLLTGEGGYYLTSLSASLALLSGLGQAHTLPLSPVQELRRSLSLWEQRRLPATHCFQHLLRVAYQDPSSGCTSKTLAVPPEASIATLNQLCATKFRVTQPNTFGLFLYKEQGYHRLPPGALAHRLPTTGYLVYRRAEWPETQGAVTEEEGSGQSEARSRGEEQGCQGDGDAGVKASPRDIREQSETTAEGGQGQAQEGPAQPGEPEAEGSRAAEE
# Neddylation inh = inhibitors of cullin neddylation, primary screen, biochemical, TR-FRET, uHTS, NAE and Ubc12. NEDD8-conjugating enzyme Ubc12 (Homo sapiens) + NEDD8-activating enzyme E1 regulatory …. calls only at 25 µM. actives 0.58% (n = 360,000); in the data active = inhibition above about 36%
# MsrA inhibitor = bovine MsrA enzyme inhibitors, primary screen, biochemical, absorbance, HTS | Methionine sulfoxide reductase A (Bos taurus) | purified bovine MsrA, absorbance read-out | inhibition, % at 15.5 µM | actives 0.75% (n = 360,000); in the data active = inhibition above about 4.5%;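 note: 0% = vehicle wells with enzyme and 100% = reference inhibitor wells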
# eLon inh = inhibitors of E. coli Lon protease, primary screen, biochemical, fluorescence polarization; P0A9M0; purified E. coli Lon protease; inhibition, % at 7.94 µM; actives 0.42% (n = 360,000); AID 602123, 2011; in the data active = inhibition above about 13%, passing the limit was not always enough;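 note: 0% = enzyme with probe and DMSO and 100% = no enzyme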
# bovine MsrA act = bovine MsrA enzyme activators, primary screen, biochemical, absorbance, HTS; activation, % at 10.6 µM; actives 0.3% (n = 360,000); AID 602163, 2012; purified bovine MsrA, absorbance read-out; in the data active = activation above about 7.5%;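 note: 0% = vehicle and 100% = reference activator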
# NRP1-CendR mod = modulators of CendR peptide binding to NRP-1, primary screen, biochemical, fluorescence polarization, uHTS; Neuropilin-1 (Homo sapiens), O14786; FAM-RPARPAR peptide binding to NRP-1; inhibition, % at 25 µM; actives 0.85% (n = 360,000); AID 602438, 2012;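 active = inhibition or corrected inhibition above about 18%, plus a signal ratio from 0.5 to 1.5, limit read from the data, passing the limit was not always enough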; note: strong numbers were not always called active
# MT1-MMP act inh = blockers of MT1-MMP proenzyme processing, primary screen, HT1080 RFP-PRO-GFP cells, GFP/RFP fluorescence. Matrix metalloproteinase-14 (Homo sapiens), P50281. GFP/RFP ratio fluorescence, overnight; percent of plate control window, DMSO zero. GFP/RFP ratio change, % at 20 µM. actives 0.061% (n = 360,000);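 active = GFP/RFP ratio change of at least 30% with cell ATP level not reduced by more than half and red fluorescence within 50% of control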; note: strong numbers were not always called active
#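 Assay system: RFP-PRO-GFP reporter HT1080 cells; read-out basis: GFP/RFP fluorescence ratio; benchmarks: DMSO wells and RFP-L50D-GFP cells; doses: 20 µM single dose, 1% DMSO; schedule: overnight cell settling, then overnight compound exposure, 37 °C, 5% CO2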
# FAS TE block = FAS thioesterase domain inhibitors, primary screen, biochemical, fluorescence intensity, uHTS | inhibition, % at 15 µM | recombinant FAS-TE, OMFH fluorogenic substrate, fluorescence endpoint | AID 602261, 2012 | actives 0.67% (n = 360,000);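 active = compounds whose normalised, plate-corrected inhibition of enzyme fluorescence in the single-dose primary screen is 50% or more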;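 note: 0% = DMSO with enzyme and 100% = substrate without enzyme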
# SKN-1 block = suppressors of acrylamide-induced Pgst-4::GFP reporter in worms, primary screen, SKN-1 inhibitor project, whole organism, uHTS, GFP/RFP fluorescence ratio, strain VP596. inhibition, % at 21.8 µM. actives 0.49% (n = 360,000). AID 624304, 2012. C. elegans VP596 Pgst-4::GFP/RFP ratio, 24 h;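 active = interference check ratio from 0.5 to 1.5 plus GFP to RFP signal ratio inhibition reaching or exceeding a fixed threshold, cut at about 30% in these data, passing the limit was not always enough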; note: some compounds called inactive have numbers as strong as hits
# * hit, by the source's call; i = inactive; / = no result given; + = active, no number. This is a random part of the collection; any-hit rate near 4.2%.
# Start of the data: the first two entries (preview)
Structure	Rin1 Abl inh	Neddylation inh	MsrA inhibitor	eLon inh	bovine MsrA act	NRP1-CendR mod	MT1-MMP act inh	FAS TE block	SKN-1 block
CC1CCN(C(=O)CSc2nnc(CNC(=O)c3ccco3)o2)CC1	-4	i	-0.3	2	-8	12	3	-14	-27
CCCc1nnc(NC(=O)Cn2c(=O)oc3ccccc32)s1	1	i	-0.1	-3	-4	-7	4	-6	-21

# This part in full (from the top)
Structure	Rin1 Abl inh	Neddylation inh	MsrA inhibitor	eLon inh	bovine MsrA act	NRP1-CendR mod	MT1-MMP act inh	FAS TE block	SKN-1 block
CC1CCN(C(=O)CSc2nnc(CNC(=O)c3ccco3)o2)CC1	-4	i	-0.3	2	-8	12	3	-14	-27
CCCc1nnc(NC(=O)Cn2c(=O)oc3ccccc32)s1	1	i	-0.1	-3	-4	-7	4	-6	-21
COc1ccc2nc(N3CCN(C(=O)C4COc5ccccc5O4)CC3)sc2c1 (configuration not stated)	1	i	-0.8	0	-10	-4	1	7	2
O=C(CNC(=O)c1ccccc1F)OCC(=O)c1c[nH]c2ccccc12	4	i	-0.7	-12	-2	8	-2	-5	-3
C[C@H](CO)N1C[C@H](C)[C@@H](CN(C)Cc2ccc(C(=O)O)cc2)Oc2ccc(NS(=O)(=O)c3cn(C)cn3)cc2C1=O	1	i	1.3	5	-2	16	0	-4	1
CCOc1ccc2nc(NCCNC(=O)CC)c(C#N)cc2c1	3	/	0.6	-5	3	20	3	-10	-2
COc1ccccc1-c1nnc(C2CCN(S(=O)(=O)c3ccc([N+](=O)[O-])cc3)CC2)o1	-2	i	-0.2	-4	-4	0	1	16	4
COc1ccc(NC(=O)CC2C(=O)N(c3ccc(OC)cc3)C(=O)N2C(C)C)cc1 (configuration not stated)	-2	i	0.9	-2	-2	-1	4	-6	2
Cc1ccc(O)c(-c2cc(C(F)(F)C(F)F)[nH]n2)c1	3	i	-0.3	5	-6	25	3	4	-1
Cc1noc(C(=O)N2CCN(c3ccccc3)CC2)c1Cl	0	i	-0.3	-5	6	-2	-3	-5	4
CCCCN(CCCC)S(=O)(=O)c1ccc(C(=O)Nc2nnc(COC)o2)cc1	-3	i	/	10	-3	6	-11	-2	25
COc1ccc2oc(C)c(C(=O)c3ccc([N+](=O)[O-])cc3)c2c1	-2	i	-0.6	-13	0	7	-3	21	0
O=Nc1nc2ncccn2c1-c1ccccc1	1	i	0.4	-8	-4	16	-1	-4	0
CCn1ccnc1CN(C)Cc1c(C(=O)N2C[C@@H](C)O[C@@H](C)C2)nc2ccc(Cl)cn12	-4	i	0.2	-17	-1	-5	2	-4	14
CC1CN(c2ccccc2)C(=O)CS1 (configuration not stated)	1	i	0.2	-6	-2	-6	13	-3	7
O=C(OCn1nnc2ccccc2c1=O)c1cccc(S(=O)(=O)N2CCOCC2)c1	-1	i	-1.4	2	-2	15	-1	15	4
CCOC(=O)C1CCN(C(=O)c2ccc(NC(=O)C3CCCO3)cc2)CC1 (configuration not stated)	2	i	2.5	-9	-4	2	-3	-5	-7
O=C1CN(C(=O)c2c(F)cccc2F)C(c2ccccc2)c2cc(Br)ccc2N1 (configuration not stated)	3	i	-1.1	-2	-8	8	-8	9	30
COC(=O)c1c(NC(=O)Nc2ccc(Cl)cc2)sc(C)c1C	-4	i	0.7	-6	-2	5	-1	-6	-4
CCOCc1cnc(C)nc1NCC(=O)c1c(C)[nH]c2ccc(OC)cc12	1	i	1.0	2	0	3	3	-3	6
CCC(Sc1n[nH]c(=O)[nH]c1=O)C(=O)OCc1ccccc1 (configuration not stated)	-6	i	-0.2	-3	-1	4	6	-10	14
CCCCOc1ccccc1Cn1c(=O)oc2ccc(C)cc21	-3	i	1.0	-1	-14	8	-4	24	-15
COc1cc(OC)c(C(=O)NCC2CCCO2)cc1OC (configuration not stated)	-8	i	1.4	3	0	3	-1	-5	7
CCOC(=O)C(=O)N(Nc1ccccc1C)c1ccccc1C	-3	i	1.1	-9	0	-14	1	14	-5
O=C(CCc1nnc(-c2ccccc2)o1)NCc1c(F)cccc1F	2	i	-0.8	1	-5	-8	-1	-8	7
O=c1onc(-c2ccc(Cl)cc2)n1Cc1ccc(F)cc1	-1	i	-0.7	-7	-4	9	0	7	8
COC(=O)c1sccc1NC(=O)Cc1ccc(Br)cc1	-1	i	-0.1	-3	-2	-2	-1	25	11
S=C(NCC1CCCO1)NC1CC1 (configuration not stated)	1	i	1.1	-2	-4	-18	3	-9	-7
CCc1ccc(CN(C)Cc2nc(Cc3ccc(OC)c(OC)c3)no2)nc1	2	i	-1.0	-3	-3	-5	0	-2	10
COC(=O)C1C2C=CC3(CN(c4cccc(Cl)c4)C(=O)C13)O2 (configuration not stated)	-1	i	-0.5	-3	-2	2	2	-6	13
CC(C)CC1NC(=O)N(Cc2cc(=O)n3ccsc3n2)C1=O (configuration not stated)	-3	i	-0.3	-9	-7	2	-2	-3	0
CC(C)(C)c1ccc(S(=O)(=O)NC(=O)C2(C)CCN2C(=O)CC2CCCCC2)cc1 (configuration not stated)	-1	i	0.7	-7	-8	1	-4	-6	-1
COc1ccc(NC(=O)CN2C(=O)C(C)Oc3ccccc32)c(OC)c1 (configuration not stated)	2	i	-0.2	-2	-6	-3	7	-6	-25
CSc1nc2ccc(NC(=O)c3nn(C(C)C)c(=O)c4ccccc34)cc2s1	-3	i	-0.8	6	-5	2	8	29	7
COc1ccc2oc(C(=O)Nc3ccccc3N3CCOCC3)c(C)c2c1	4	i	-0.2	4	-7	-6	3	0	5
Cc1ccc(C(c2nnnn2C2CCCCC2)N(C)C2CCCCC2)cc1 (configuration not stated)	6	i	-0.6	0	-6	-5	-14	23	10
NNC(=O)C1c2ccccc2Oc2ccccc21	0	i	-0.1	3	-4	11	-1	1	19
N=c1c(C(=O)NC2CCCC2)cc2c(=O)n3ccccc3nc2n1C1CCCC1	-8	i	2.2	-7	-6	-17	0	-10	-3
Cc1ccc2[nH]cc(CCNC(=O)c3cccnc3)c2c1	-1	i	0.0	-5	-1	-4	1	-10	13
O=S(=O)(NCc1cccs1)c1ccc(Br)cc1	0	i	-0.3	-8	-2	13	-1	2	1
Clc1ccccc1-c1nnc(-c2ccc3c(c2)OCO3)o1	-3	/	1.1	3	0	7	-3	14	20
CCCCCN(C(=O)NC(=O)Nc1cccc(C)c1C)S(C)(=O)=O	0	i	0.2	3	-7	5	-2	0	8
COc1ccc(NC(=O)CS(=O)CC(=O)Nc2ccc(F)cc2F)cc1 (configuration not stated)	-1	i	0.5	-6	-3	-2	0	-1	9
Cc1cc(C)n(/N=C/c2cc(Cl)cc(Cl)c2O)c(=O)c1	0	/	-0.2	-4	-4	4	-2	-3	-7
Cc1ccc(C(=O)OCC(=O)NC2CCCCCCC2)cc1C	3	i	-1.5	4	0	-9	1	6	17
Cc1ccc(NC(=O)N[C@H](C(=O)O)C(C)C)c(C)c1	0	i	2.0	-3	-8	7	2	-6	-2
CCC(=O)Oc1ccc(C(=O)Nc2ccc3c(c2)C(=O)N(C2CCCCC2)C3=O)cc1	-2	+	0.5	-13	0	8	11	3	3
Cc1nc(-c2ccccc2)nc2[nH]c(-c3ccccc3)cc(=O)c12	0	i	-0.5	7	-11	10	7	9	-30
CCN(Cc1ccccc1)C(=O)CN1C(=O)NC(CC)(c2ccc(F)cc2)C1=O (configuration not stated)	-1	i	0.4	-13	-1	6	-2	2	8
Cn1c2c(c3ccccc31)CC/C2=N\O	-2	i	0.9	-6	-5	12	-2	0	16
CCCCCCC(=O)N/N=C1\CCCc2ccccc21	0	i	-1.5	7	-3	3	1	10	18
O=C(Oc1c(CN2CCOCC2)cc(Cl)c2cccnc12)c1cccs1	-3	i	-0.7	-7	-1	9	1	5	8
O=C(CCl)Nc1ccccc1Sc1ccccc1	-3	i	0.0	1	-6	4	-6	2	-9
CCS(=O)(=O)N1CCN(C2CCC(c3ccccc3)CC2)CC1 (configuration not stated)	4	i	/	-2	-2	16	5	-4	-3
COc1cccc(NC(=O)CC(=O)c2ccccc2)c1	-3	i	-1.1	-2	-3	4	2	-6	-15
Oc1ccc(C[C@H]2CNC(=S)N2C[C@H]2CCCN2C[C@H](Cc2ccccc2)N2C[C@H](Cc3ccc(O)cc3)N(CC3CCCCCC3)C2=S)cc1	-1	i	-0.5	-3	-3	-5	0	-57	9
COc1cccc(S(=O)(=O)N(C)C[C@H]2Oc3ncc(Br)cc3C(=O)N([C@@H](C)CO)C[C@@H]2C)c1	0	i	-2.1	-4	6	9	3	-3	-19
CCN(CC)S(=O)(=O)c1ccc(C(=O)Nc2ccc(OCC(=O)N3CCOCC3)cc2)cc1	-1	i	0.0	0	0	-9	5	-7	-5
CCCC(c1nnnn1C(C)(C)C)N1CCN(c2ccccc2)CC1 (configuration not stated)	0	i	-0.4	-7	0	20	1	4	1
COC(=O)c1ccc(NC(=O)c2cc3sccc3n2C)cc1	-5	i	2.4	4	0	0	5	15	26

# Single values from the list.
# Value of `Clc1ccccc1-c1nnc(-c2ccc3c(c2)OCO3)o1` under NRP1-CendR mod: 7
# Value of `CCN(Cc1ccccc1)C(=O)CN1C(=O)NC(CC)(c2ccc(F)cc2)C1=O` (configuration not stated) under FAS TE block: 2
# Value of `Cc1nc(-c2ccccc2)nc2[nH]c(-c3ccccc3)cc(=O)c12` under SKN-1 block: -30
# Value of `CCS(=O)(=O)N1CCN(C2CCC(c3ccccc3)CC2)CC1` (configuration not stated) under bovine MsrA act: -2

# The list continues:
Structure	Rin1 Abl inh	Neddylation inh	MsrA inhibitor	eLon inh	bovine MsrA act	NRP1-CendR mod	MT1-MMP act inh	FAS TE block	SKN-1 block
COc1ccc(OCc2cc(C(=O)N3CCCCCC3)no2)c(Cl)c1	2	i	0.1	8	-7	3	0	0	14
COc1ccc2[nH]c(=O)c(CN(C(=O)c3ccco3)C(C)C)cc2c1	1	i	4.4	-12	-10	3	-7	-7	-9
COc1ccc2[nH]c3c(c2c1)CCN1C(=O)C(CC(=O)NCCCn2ccnc2)C[C@H](C(=O)N2CCOCC2)[C@@]31CCC1CCCC1 (some centres not stated)	0	i	-0.9	-3	-2	-8	2	34	2
Cc1cc(NC(=O)CSc2nc(C(C)C)nc3sc4c(c23)CCC(C)C4)no1 (configuration not stated)	-1	i	1.4	-8	-6	2	1	-8	-11
CCOc1cccc(C(=O)Nc2ccccc2N2CCN(C(=O)C(C)C)CC2)c1	-1	i	0.5	-5	-2	-1	14	3	-15
COc1cc(CC(=O)Nc2nc(-c3ccccc3)c(C(C)=O)s2)cc(OC)c1OC	-8	i	0.8	1	-1	-1	22	-20	10
COc1ccc(OC(=O)c2cccnc2)cc1	4	i	-0.1	-5	-3	8	-3	-7	-8
O=C(O)C1CCN(C(=O)c2ccco2)CC1	0	i	0.0	-4	-9	-7	-4	-9	-3
O=S1(=O)c2ccccc2Nc2ccccc21	-1	i	1.4	1	-4	-4	4	-1	-5
